# Screens (PubChem BioAssay)
# PNC assembly inh: High Content Assay for Compounds that inhibit the Assembly of the Perinucleolar Compartment | PC3M PTB-GFP, PNC prevalence imaging, 16 h; hits give low values | activity change (PNC), negative = inhibition, % at 10 µM | actives 3.1% (n = 140,000);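 active means readout at or below -70, meaning at least 70% loss of cells showing the perinucleolar compartment, a nuclear body marking cancer cells; inconclusive means readout between -30 and a set limit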;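 further: plate controls were DMSO wells for no effect and camptothecin positive control wells for full effect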
#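 Compounds are pinned in duplicate onto adhered PC3M cells stably expressing GFP-tagged PTB and incubated 16 h at 37 C. Cells are then fixed, nuclei stained with Hoechst, and PNC-positive cells counted.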
# 15-hLO-2 inh: qHTS Assay for Inhibitors of 15-hLO-2 (15-human lipoxygenase 2); Polyunsaturated fatty acid lipoxygenase ALOX15B (Homo sapiens), O15296; purified 15hLO-2, xylenol orange hydroperoxide absorbance; Potency, µM (titrated, usually from 57.1 µM), for inactives: top-dose activity change, negative = inhibition, usual class: inhibitors; actives 0.56% (n = 110,000); AID 881, 2007; further: potency means the concentration at half of the fitted maximal effect; nearly all actives have a fitted effect of over 60% in size; many of its hits are not listed in these tables
# Target sequence (O15296 whole entry, looked up): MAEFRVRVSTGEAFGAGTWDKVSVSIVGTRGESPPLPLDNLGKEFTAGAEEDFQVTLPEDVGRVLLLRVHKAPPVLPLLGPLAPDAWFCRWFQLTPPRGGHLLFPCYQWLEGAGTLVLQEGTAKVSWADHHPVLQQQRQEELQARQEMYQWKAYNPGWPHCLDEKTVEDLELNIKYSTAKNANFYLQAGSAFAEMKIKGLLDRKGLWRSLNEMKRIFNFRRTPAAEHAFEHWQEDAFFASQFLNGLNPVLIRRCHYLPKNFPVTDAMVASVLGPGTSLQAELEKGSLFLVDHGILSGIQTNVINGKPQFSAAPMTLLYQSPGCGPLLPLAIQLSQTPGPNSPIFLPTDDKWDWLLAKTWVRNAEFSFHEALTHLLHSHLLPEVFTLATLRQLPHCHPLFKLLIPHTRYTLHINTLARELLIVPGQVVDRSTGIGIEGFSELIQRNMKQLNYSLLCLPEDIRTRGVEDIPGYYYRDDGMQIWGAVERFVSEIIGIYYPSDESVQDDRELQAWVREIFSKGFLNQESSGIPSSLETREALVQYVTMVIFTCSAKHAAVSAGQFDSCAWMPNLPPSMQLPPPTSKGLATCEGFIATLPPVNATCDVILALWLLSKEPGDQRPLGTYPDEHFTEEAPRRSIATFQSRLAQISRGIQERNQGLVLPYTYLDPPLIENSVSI
#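 Read-out: hydroperoxide product oxidises ferrous iron, measured as xylenol orange complex via the 573-to-405 nm absorbance ratio after 30 min. Reaction: 50 nM enzyme, 15 min compound preincubation, 45 uM arachidonic acid, 90 min RT, Hepes pH 7.5 with Triton X-100.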
# IMPase cell inh: qHTS Assay for Identifying the Cell-Membrane Permeable IMPase Inhibitors | inhibition (IP1 accumulation), % at 46.1 µM | Inositol monophosphatase 1 (Rattus norvegicus), P97697 | 120,000 tested, under 10 active | CHO-M1 cells, IP1 accumulation, HTRF TR-FRET ratio; active means well fitted curve in the direction sought with a large enough effect in the signal ratio, not every such curve was filed as active; inconclusive means small, poorly fitted or top-dose-only effect, or a change in a side signal; inactive means no such curve, though single readings can be large or run the other way; the % refers to the signal ratio;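 further: cells stimulated with carbachol in lithium chloride buffer; plate controls were DMSO basal wells for no effect and reference inhibitor wells for full effect; higher means more IMPase inhibition seen as more IP1 and lower FRET ratio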
# Target sequence (P97697 whole entry, looked up): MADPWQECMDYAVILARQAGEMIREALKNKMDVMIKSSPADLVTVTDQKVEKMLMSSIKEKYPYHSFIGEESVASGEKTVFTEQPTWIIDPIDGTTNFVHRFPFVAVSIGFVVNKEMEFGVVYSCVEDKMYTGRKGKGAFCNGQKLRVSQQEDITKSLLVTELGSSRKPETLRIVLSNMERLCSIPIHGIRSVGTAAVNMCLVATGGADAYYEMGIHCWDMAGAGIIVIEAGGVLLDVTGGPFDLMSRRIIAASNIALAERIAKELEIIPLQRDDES
#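 Carbachol-driven Gq signalling in CHO-M1 cells (2000/well) generates IP1. Compounds that block IMPase raise IP1 and so reduce the FRET signal from Eu-anti-IP1 and d2-IP1 after a 10 min room-temperature lysis.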
# 12-hLO inh: qHTS Assay for Inhibitors of 12-hLO (12-human lipoxygenase); Potency, µM (series often up to 57.1 µM), inactives show top-dose activity change, negative = inhibition, actives largely listed as inhibitors; Polyunsaturated fatty acid lipoxygenase ALOX12 (Homo sapiens), P18054; actives 0.12% (n = 150,000); purified 12-hLO, xylenol orange hydroperoxide absorbance; further: potency means the concentration at half of the fitted maximal effect; nearly all actives have a fitted effect of over 55% in size; many of its hits are not listed in these tables
#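 Purified human 12hLO (150 nM final) was preincubated with compounds for 15 min at room temperature in 25 mM Hepes pH 7.0, 0.01% Triton X-100, then reacted with 40 uM arachidonic acid for 30 min. Hydroperoxide was detected with ferrous iron/xylenol orange.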
# * marks the source's active call; other numbers are inactive results; ? = inconclusive; . = not tested or not shown; [ ] = dose if it differs, or a comment. Unless noted, the call rests on the fitted dose curve; in most records, active means well fitted curve in the direction sought with a large enough effect; inconclusive means small, poorly fitted or top-dose-only effect, or another doubt; inactive means no such curve, though single readings can be large; an effect the other way counts as inactive or inconclusive. Unless noted, on the % scale 0 is the no-effect control and ±100 the full control effect.
SMILES,PNC assembly inh,15-hLO-2 inh,IMPase cell inh,12-hLO inh
CSc1ccc(NC(=O)N2CC=C(n3c(=O)[nH]c4ccccc43)CC2)cc1,-27,.,.,-1%
Cc1cc([N+](=O)[O-])nn1CC(=O)N1c2ccccc2CC1C (stereo not drawn),165,.,.,-2%
CCOC(=O)c1cc(-c2ccc(C)o2)nn1CCC#N,19,-4%,-1,-3%
CCOc1ccc(Br)cc1-c1noc(-c2cccs2)n1,10,-2%,4,-3%
O=C(CSc1ncnc2c1nnn2-c1ccc(F)cc1)NCc1ccco1,48,.,13,-1%
CCC1(CC)C(=O)C(C)(C)C(=O)OC1c1ccccn1 (stereo not drawn),53,2%,1,-2%
C#C[C@@]1(O)CC[C@@H]2[C@@H]3CCC4=CC(=O)CC[C@@H]4[C@H]3CC[C@]21C,.,3%[25.6 µM],2[20.6 µM],-2%[25.6 µM]
CN(C)CCCCCNCCCNC(=O)/C=N\O,?,6%,1,1%
CC(=O)Nc1ccc(NC(=O)CSc2ccccn2)cc1,?,.,.,7%
COc1ccc([N+](=O)[O-])cc1NC(=O)c1cn(-c2ccc(Cl)cc2)c(=O)c2ccccc12,?,.,.,2%
COc1ccc(NC(=O)CCSc2ccc3ccccc3n2)cc1,?,.,.,-6%
Cc1c(C(=S)Nc2ccccc2)cnn1-c1ccc([N+](=O)[O-])cc1,-20,.,-4,-1%
CCN(CC)CCCCCCCCOC(=O)c1cc(OC)c(OC)c(OC)c1,.,22%,0,28%
Cc1cc2cc(CN(CC3CCCO3)C(=O)c3cnccn3)c(=O)[nH]c2cc1C (stereo not drawn),-17,2%,5,-1%
O=C(CN1CCN(c2ccccn2)CC1)N1c2ccccc2CCc2ccccc21,?,.,9,-5%
CCOCCCNC(=O)/C(C#N)=C/c1ccc(-c2ccc(S(=O)(=O)N3CCOCC3)cc2)o1,7,.,.,-1%
CCC(C(=O)Nc1nc(C)cs1)c1ccccc1 (stereo not drawn),?,1%,3,-5%
CCOc1cc2c(cc1OCC)C(C(=O)O)C(c1ccc(OC)c(O)c1)N(C)C2=O (stereo not drawn),?,-11%,1,-6%
COc1cccc(Oc2ccc(C(F)(F)F)cc2N)c1,41,.,.,-3%
C=C(C)c1cccc(C(C)(C)NC(=O)Nc2ccccc2OCC)c1,-2,.,.,0%
Cc1cc(-c2ccc(N=Nc3ccc4c(S(=O)(=O)O)cc(S(=O)(=O)O)c(N)c4c3O)c(C)c2)ccc1N=Nc1ccc2c(S(=O)(=O)O)cc(S(=O)(=O)O)c(N)c2c1O,.,20µM*,?,0%
COc1cc(OC)cc(-c2nnc(SCc3cccnc3)o2)c1,?,13%,-1,-3%
CCN(CC)C(=O)C(=O)Nc1cc(C(F)(F)F)ccc1Cl,-2,7%,0,-5%
COc1ccccc1/C=C\C=N\n1c(-c2ccc(Cl)cc2Cl)n[nH]c1=S,20,.,.,?
Cc1cc(C)nc(NCC(O)COc2ccccc2C)n1 (stereo not drawn),?,16%,3,-1%
CCn1c(C)nc2cc(C(=O)NNC(=O)CCC3CCCCC3)ccc21,-7,.,15,3%
COc1cccc(/C=N/NC(=O)CN2CC(c3ccccc3)CC2=O)c1OC (stereo not drawn),-27,.,-1,4%
COc1ccc(C2C(C(=O)N3CCC(C)CC3)c3ccccc3C(=O)N2C)cc1 (stereo not drawn),-86*,.,-15,1%
COC(=O)c1ccc2c(c1)NC1=C(C(=O)CC(C)(C)C1)C(c1ccncc1)N2 (stereo not drawn),15,.,.,3%
COc1ccc(-c2c(C(C)=O)c(C)n(C)c2C)cc1,10,.,.,1%
O=C(Nc1ccc2nc(C3CC3)n(Cc3ccc(F)cc3)c(=O)c2c1)c1ccco1,10,28%,3,-5%
O=C(NNS(=O)(=O)c1ccc(Cl)cc1)NC1CCCCC1,-26,.,1,2%
C=CCNC(=O)c1cc(Cl)ccc1[N+](=O)[O-],9,.,.,3%
Cc1ccc(N=C2SC(C(=O)Nc3ccc(OC(F)(F)F)cc3)C(N)=C2C(=O)Nc2c(C)cc(C)cc2C)cc1 (stereo not drawn),?,.,2,-10%
Cc1c(NC(=O)CC(=O)Nc2c(C)n(C)n(-c3ccccc3)c2=O)c(=O)n(-c2ccccc2)n1C,-2,3%,4,5%
CCn1c(C(O)c2cccc(OC)c2OC)nc2ccccc21 (stereo not drawn),?,8%,3,-2%
COc1ccc(OCc2nc3c4cc(OC)c(OC)cc4nc(=S)n3[nH]2)cc1,22,.,12,-3%
Cc1cccc(N2CCN(c3cc(C)nc4nnnn34)CC2C)c1 (stereo not drawn),37,2%,3,-16%
Cc1cc(O)cc(O)c1C=NCc1ccco1,18,.,.,-9%
Clc1cccc(Cl)c1CSc1nnc(-c2sccc2-n2cccc2)o1,19,-15%,9,-6%

# Structures listed so far containing a cyano group, in the order listed:
SMILES,PNC assembly inh,15-hLO-2 inh,IMPase cell inh,12-hLO inh
CCOC(=O)c1cc(-c2ccc(C)o2)nn1CCC#N,19,-4%,-1,-3%
CCOCCCNC(=O)/C(C#N)=C/c1ccc(-c2ccc(S(=O)(=O)N3CCOCC3)cc2)o1,7,.,.,-1%

# (list continues)
SMILES,PNC assembly inh,15-hLO-2 inh,IMPase cell inh,12-hLO inh
Cc1nc2c(C)cccn2c1C(=O)c1ccccc1,-2,13%,2,0%
Cc1ccc(OCC(=O)c2cc(C)c(C)cc2C)c([N+](=O)[O-])n1,-28,4%,0,-9%
O=C(NCCCn1ccnc1)c1cccc(S(=O)(=O)Nc2ccccc2F)c1,1,-1%,-2,-3%
N#CCC(=O)Nc1ccccc1C(=O)O,30,6%,?,-2%
Cc1ccccc1NC(=O)CCn1c(=O)oc2ccccc21,?,2%,-4,-4%
NNC(=O)[C@H]1C[C@@H]1c1ccccc1,43,.,.,-3%
CCOC(=O)N1CCN(C(=O)c2ccc3c(=O)n(CCc4ccccc4)c(=O)[nH]c3c2)CC1,-13,3%[11.4 µM],3[1.84 µM],1%
Cc1cccc(C2=NN(c3ccc(Br)cc3)[C@@H](C(=O)N3CCOC3=O)[C@@H]2c2ccc(Cl)cc2)c1,.,-19%[0.0915 µM],.,-10%[0.00818 µM]
COc1ccc(/C(N)=N/OC(=O)Cc2cccs2)cc1,?,.,.,-3%
Cc1cc(NC(=O)CCN2C(=O)C3C4C=CC(C4)C3C2=O)c2ccccc2n1 (stereo not drawn),-3,-5%,3,8%
Clc1cc(Cl)c2nc(N3CCCCC3)sc2c1,3,23%,5,3%
COc1ccc(OC)c2sc(NC(=O)c3ccc(S(=O)(=O)N4CCOCC4)cc3)nc12,-27,-3%,?,-1%
Cc1ncc(COP(=O)(O)O)c(C)c1O,.,8%[11.4 µM],.,-3%[11.4 µM]
CCOP(=O)(OCC)C(Nc1ccccn1)c1ccc(F)cc1 (stereo not drawn),?,.,18,0%
Cc1ccc(-c2noc(CN(C(=O)c3cccs3)C(C)C)n2)cc1,?,-1%,-6,-11%
O=C(O)c1cccc(S(=O)(=O)Nc2ccc(O)cc2Sc2nc3ccccc3s2)c1,?,.,.,-3%
Cc1ccc(NC(=O)CN(c2cc(C)cc(C)c2)S(=O)(=O)c2c(C)noc2C)nc1,42,18%,14,-3%
Cc1ccc(N2CC(C(=O)Nc3cccnc3)CC2=O)cc1 (stereo not drawn),20,-5%,-3,2%
CCOc1ccc(N(C(=O)Nc2ccccc2)C2=NCCC2)cc1,-10,6%,1,-1%
Cn1nc(C(C)(C)C)c([N+](=O)[O-])c1C(=O)NC(C)(C)C,28,.,.,-1%

# Complete entries from above. Values in the order: PNC assembly inh	15-hLO-2 inh	IMPase cell inh	12-hLO inh
# `Cc1cc([N+](=O)[O-])nn1CC(=O)N1c2ccccc2CC1C` (stereo not drawn) is listed with 165	.	.	-2%
# `O=C(Nc1ccc2nc(C3CC3)n(Cc3ccc(F)cc3)c(=O)c2c1)c1ccco1` is listed with 10	28%	3	-5%
# `Cc1ccc(OCC(=O)c2cc(C)c(C)cc2C)c([N+](=O)[O-])n1` is listed with -28	4%	0	-9%
# `C=C(C)c1cccc(C(C)(C)NC(=O)Nc2ccccc2OCC)c1` is listed with -2	.	.	0%
# `COc1cccc(/C=N/NC(=O)CN2CC(c3ccccc3)CC2=O)c1OC` (stereo not drawn) is listed with -27	.	-1	4%

# Filtered by structure: those above with bromine (2)
SMILES,PNC assembly inh,15-hLO-2 inh,IMPase cell inh,12-hLO inh
CCOc1ccc(Br)cc1-c1noc(-c2cccs2)n1,10,-2%,4,-3%
Cc1cccc(C2=NN(c3ccc(Br)cc3)[C@@H](C(=O)N3CCOC3=O)[C@@H]2c2ccc(Cl)cc2)c1,.,-19%[0.0915 µM],.,-10%[0.00818 µM]

# Filtered by structure: the entries above with a CF3 group (3)
SMILES,PNC assembly inh,15-hLO-2 inh,IMPase cell inh,12-hLO inh
COc1cccc(Oc2ccc(C(F)(F)F)cc2N)c1,41,.,.,-3%
CCN(CC)C(=O)C(=O)Nc1cc(C(F)(F)F)ccc1Cl,-2,7%,0,-5%
Cc1ccc(N=C2SC(C(=O)Nc3ccc(OC(F)(F)F)cc3)C(N)=C2C(=O)Nc2c(C)cc(C)cc2C)cc1 (stereo not drawn),?,.,2,-10%

# The list continues.
SMILES,PNC assembly inh,15-hLO-2 inh,IMPase cell inh,12-hLO inh
CN1C(=O)CC(C(=O)O)SC1=Nc1cccc(C(F)(F)F)c1 (stereo not drawn),-16,-9%,5,-4%
c1ccc(-c2nc3ccccc3nc2N2CCOCC2)cc1,?,-7%,8,-9%
CCCCCn1c(CCNC(=O)CCC)nc2ccccc21,25,.,?,2%
CN(C)S(=O)(=O)c1cccc(NC(=O)c2cc(-c3cccs3)nc3ccccc23)c1,28,.,.,-4%
COc1ccc2c(c1)CCCC21NC(=O)N(CC(N)=O)C1=O (stereo not drawn),63,3%,-1,6%
COc1ccc(C(=O)N2CCC3(CC2)CCN(c2cccc(-c4ccccc4)c2)CC3)cc1,.,18%,.,2%
O=C(Nc1ccccn1)c1ccco1,84,-10%,5,2%
COc1ccccc1NC(=O)/C(C#N)=C/c1c(C)nn(-c2ccc(F)cc2)c1Cl,-19,.,.,0%
Cc1cc(NC(=O)c2cc3n(n2)C(C(F)(F)F)CC(c2ccco2)N3)n(-c2ccccc2)n1 (stereo not drawn),2,-10%,-5,1%
CCOc1cc(/C=N/NC(=S)Nc2ccccc2C(F)(F)F)ccc1OCC(=O)N1CCOCC1,-13,.,.,0%
CCn1c(SCC(=O)N2CCCc3ccccc32)nnc1-c1cccs1,?,-1%,-8,1%
Cc1ccc(S(=O)(=O)Oc2cc(N)c3c(n2)CCC3)cc1,.,-4%[11.4 µM],.,2%[11.4 µM]
O=C(N/N=C/c1ccc(OC(=O)c2cccs2)cc1)c1cccc(F)c1,?,-14%,2,-1%
CO[C@@H](NC(N)=O)C(=O)O,.,-5%[11.4 µM],.,3%[11.4 µM]

# Only part of the results is shown (hit frequency here may not be typical).
